All columns: NCI-60 one-dose screen, growth in % after 48 h at 10 µM unless noted; 100 = growth as untreated, 0 = no growth, -100 = all killed.
MDA-MB-468: MDA-MB-468 breast cancer | 78,000 compounds, 8.5% hits | AID 2202374
BT-549: BT-549 breast cancer; 78,000 compounds, 4.4% hits
HS 578T: HS 578T breast cancer; AID 1794788; 78,000 compounds, 4.1% hits
MCF7: MCF7 breast cancer; AID 1794796; 82,000 compounds, 6.3% hits
T-47D: T-47D breast cancer. 79,000 compounds, 5% hits. AID 1794792
SR: SR leukemia cells; 73,000 compounds, 8.7% hits; AID 1794780
K-562: K-562 leukemia; 78,000 compounds, 7.4% hits
MDA-MB-231: MDA-MB-231 breast cancer. 81,000 compounds, 5% hits. AID 1794789
* hit, by the source's call; & = joins results of further samples; [ ] = remark or other dose. How the source made its calls: active means growth percent below 10; inactive means the rest.

What do the screens show for `CCOC(=O)c1ccc(N(CCC2CO2)S(=O)(=O)c2ccc(C)cc2)cc1` (configuration not stated)?
MDA-MB-468: 105.9; BT-549: 104.3; HS 578T: 101.3; MCF7: 99.9; SR: 103.3; K-562: 107.0; MDA-MB-231: 99.3

How did C=C(C)[C@@H]1CC[C@]2(C(=O)O)CC[C@]3(C)[C@H](CC[C@@H]4[C@@]5(C)Cc6cc(Cc7ccccc7)oc6C(C)(C)[C@@H]5CC[C@]43C)[C@@H]12 do in these assays?
MDA-MB-468: 67.4; BT-549: 90.9; HS 578T: 95.4; MCF7: 76.8; T-47D: 60.5; SR: 57.8; K-562: 53.8; MDA-MB-231: 81.6

What do the screens show for `COc1ccc(-c2nc3ccc(-c4nnc(SCC(=O)Nc5ccc(C(=O)/C=C/c6ccc(Cl)cc6)cc5)o4)cc3[nH]2)cc1OC`?
MDA-MB-468: 102.2; BT-549: 105.7; HS 578T: 96.0; MCF7: 75.9; T-47D: 89.4; SR: 73.0; K-562: 92.7; MDA-MB-231: 95.2

What do the screens show for `Cc1ccc(NC(=O)NNC(=O)CSC2CCc3ccccc32)c(C)c1` (configuration not stated)?
MDA-MB-468: 97.0; BT-549: 130.5; HS 578T: 99.7; MCF7: 91.0; T-47D: 94.1; SR: 90.5; K-562: 94.2; MDA-MB-231: 87.7

What do the screens show for `O=[N+]([O-])c1cnc(N2CCN(Cc3cccc(F)c3)CC2)nc1N1CCN(Cc2cccc(F)c2)CC1`?
MDA-MB-468: 65.6; BT-549: 88.3; HS 578T: 87.3; MCF7: 81.5; T-47D: 82.3; SR: 91.8; K-562: 95.1; MDA-MB-231: 79.3

Results for Cc1cccc(NC2=C(Cl)C(=O)c3nc(C)ccc3C2=O)c1 ?
MDA-MB-468: -81.1*; BT-549: 3.3*; HS 578T: -16.5*; MCF7: -57.8*; T-47D: -50.2*; SR: 1.1*; K-562: 2.9*; MDA-MB-231: -75.1*

How did CC1C(Br)C(=O)NC(=O)N1Cc1ccccc1 (configuration not stated) do in these assays?
MDA-MB-468: 99.3; BT-549: 88.4; HS 578T: 107.8; MCF7: 94.0; T-47D: 97.4; SR: 98.7; K-562: 101.3; MDA-MB-231: 99.9

What do the screens show for `O=c1c2c(=NCCN3CCCC3)cc3c(=O)n(CCCN4CCOCC4)c(=O)c4ccc(c(O)n1CCCN1CCOCC1)c2c4-3`?
MDA-MB-468: -49.4*; BT-549: -34.9*; HS 578T: -13.9*; MCF7: -17.7*; SR: 13.5; K-562: 3.7*; MDA-MB-231: -24.5*

Results for O=C1NC(=Nc2ccc(Cl)cc2)S/C1=C\c1cccs1 ?
MDA-MB-468: 95.8; BT-549: 84.5; HS 578T: 106.5; MCF7: 62.3; T-47D: 98.3; SR: 72.3; K-562: 64.9; MDA-MB-231: 98.5

Results for CC(C)(C)n1cc(-c2ccnc(NCCNS(=O)(=O)c3ccc(C(F)(F)F)cc3)c2)c(-c2cccc(F)c2)n1 ?
BT-549: 90.9; HS 578T: 94.5; MCF7: 64.5; T-47D: 49.9; SR: 21.8; K-562: 41.4; MDA-MB-231: 88.3

What do the screens show for `COc1ccc(-c2nc3c(c(-c4ccc(Cl)cc4)nn3-c3ccccc3)c(-c3ccc(Cl)cc3)c2C#N)cc1`?
MDA-MB-468: 101.9; BT-549: 113.1; HS 578T: 111.6; MCF7: 100.6; T-47D: 101.8; SR: 109.8; K-562: 100.8; MDA-MB-231: 109.9

What do the screens show for `COc1ccc2nc3ccc(OC)cc3c(SCCCN)c2c1`?
BT-549: 95.5; HS 578T: 89.7; MCF7: 28.7; T-47D: 76.5; SR: -30.8*; K-562: -33.6*; MDA-MB-231: 101.9

How did C1=CC(c2nn3c(-c4ccccc4)nnc3s2)=Cc2ccccc2O1 do in these assays?
MDA-MB-468: 44.9; BT-549: 77.9; HS 578T: 61.1; MCF7: 30.7; T-47D: 19.7; SR: 11.9; K-562: 43.5; MDA-MB-231: 78.3

How did CC(=O)c1ccc(OCC(=O)Nc2nc(-c3ccc(C)cc3)cs2)cc1 do in these assays?
MDA-MB-468: 117.6; BT-549: 89.2; HS 578T: 110.2; MCF7: 102.5; T-47D: 102.4; SR: 92.1; K-562: 106.1; MDA-MB-231: 107.1

How did COC(=O)C(CSC(c1ccccc1)(c1ccccc1)c1ccccc1)NC(=O)C(CC(N)=O)NC(=O)OCc1ccccc1 (configuration not stated) do in these assays?
MDA-MB-468: -17.7*; BT-549: 50.6; HS 578T: -20.4*; MCF7: 32.3; T-47D: -1.0*; SR: -43.7*; K-562: 25.4; MDA-MB-231: 12.5

How did CCSCCSCC do in these assays?
MDA-MB-468: 110.9; BT-549: 78.0; HS 578T: 106.9; MCF7: 92.6; T-47D: 92.1; SR: 100.4; K-562: 115.1; MDA-MB-231: 115.9

How did c1coc(CSc2nc(SCc3ccco3)c3[nH]cnc3n2)c1 do in these assays?
MDA-MB-468: 72.0; BT-549: 103.8; HS 578T: 97.3; MCF7: 71.0; T-47D: 66.2; MDA-MB-231: 95.2

How did C=CCn1c(SCC(=O)Nc2cccc(C(=O)/C=C/c3ccc(OC)cc3)c2)nc2ccccc2c1=O do in these assays?
MDA-MB-468: 91.4; BT-549: 98.2; HS 578T: 90.9; MCF7: 58.0; T-47D: 74.7; SR: 44.9; K-562: 73.9; MDA-MB-231: 88.0

Results for Cc1ccc(N(CCCc2ccccc2)CCCc2ccccc2)cc1 ?
MDA-MB-468: 82.6; BT-549: 109.6; HS 578T: 123.7; MCF7: 90.4; T-47D: 80.4; K-562: 85.7; MDA-MB-231: 111.5

Results for CCSc1nnc(-c2c(C)nc3ccc(C)cn23)o1 ?
MDA-MB-468: 48.4; BT-549: 106.3; HS 578T: 92.0; MCF7: 50.3; T-47D: 69.6; K-562: 103.7; MDA-MB-231: 53.1

How did Cc1cc(=O)oc2cc(OC(=O)N3CCN(C)CC3)ccc12 do in these assays?
MDA-MB-468: 107.0; BT-549: 112.4; HS 578T: 99.4; MCF7: 89.6; T-47D: 104.8; K-562: 90.3; MDA-MB-231: 104.5

What do the screens show for `O=C(/C=C/c1ccco1)N1CCOCC1`?
MDA-MB-468: 103.2; BT-549: 113.1; HS 578T: 97.0; MCF7: 95.0; T-47D: 103.3; SR: 96.6; K-562: 86.8; MDA-MB-231: 104.9

What do the screens show for `CCOC(=O)c1cnc2nc[nH]n2c1=O`?
MDA-MB-468: 95.6; BT-549: 96.8; HS 578T: 105.4; MCF7: 101.6; T-47D: 114.5; SR: 102.1; K-562: 103.7; MDA-MB-231: 107.0

How did Cc1cc(=O)c2ccccc2[nH]1 do in these assays?
MDA-MB-468: 106.0; BT-549: 97.2; HS 578T: 102.6; MCF7: 98.4; T-47D: 104.9; SR: 92.4; K-562: 18.9; MDA-MB-231: 111.3

The last 5 entries of the part above come first, to join the parts:
Results for CCSc1nnc(-c2c(C)nc3ccc(C)cn23)o1 ?
MDA-MB-468: 48.4; BT-549: 106.3; HS 578T: 92.0; MCF7: 50.3; T-47D: 69.6; K-562: 103.7; MDA-MB-231: 53.1

How did Cc1cc(=O)oc2cc(OC(=O)N3CCN(C)CC3)ccc12 do in these assays?
MDA-MB-468: 107.0; BT-549: 112.4; HS 578T: 99.4; MCF7: 89.6; T-47D: 104.8; K-562: 90.3; MDA-MB-231: 104.5

What do the screens show for `O=C(/C=C/c1ccco1)N1CCOCC1`?
MDA-MB-468: 103.2; BT-549: 113.1; HS 578T: 97.0; MCF7: 95.0; T-47D: 103.3; SR: 96.6; K-562: 86.8; MDA-MB-231: 104.9

What do the screens show for `CCOC(=O)c1cnc2nc[nH]n2c1=O`?
MDA-MB-468: 95.6; BT-549: 96.8; HS 578T: 105.4; MCF7: 101.6; T-47D: 114.5; SR: 102.1; K-562: 103.7; MDA-MB-231: 107.0

How did Cc1cc(=O)c2ccccc2[nH]1 do in these assays?
MDA-MB-468: 106.0; BT-549: 97.2; HS 578T: 102.6; MCF7: 98.4; T-47D: 104.9; SR: 92.4; K-562: 18.9; MDA-MB-231: 111.3

How did CC1(C)CC[C@]2(C(N)=O)CC[C@]3(C)C(=CC[C@@H]4[C@@]5(C)C/C(=C/c6cccnc6)C(=O)C(C)(C)[C@@H]5CC[C@]43C)[C@@H]2C1 do in these assays?
MDA-MB-468: -17.1*[100 µM]; BT-549: -47.9*[100 µM]; HS 578T: 1.6*[100 µM]; MCF7: -9.3*[100 µM]; T-47D: 2.4*[100 µM]; SR: 8.7*[100 µM]; K-562: 4.3*[100 µM]; MDA-MB-231: -45.2*[100 µM]

Results for COc1cc(/C=C2\CN(S(=O)(=O)c3ccccc3)C/C(=C\c3cc(CN4CCOCC4)c(O)c(OC)c3)C2=O)cc(CN2CCOCC2)c1O ?
MDA-MB-468: 110.6; BT-549: 107.9; HS 578T: 101.9; MCF7: 94.4; T-47D: 100.3; SR: 109.5; K-562: 104.7; MDA-MB-231: 97.5

Results for CCOC(=O)CC1C(CN=[N+]=[N-])OC(n2cnc3c(NC(=O)Nc4ccccc4)ncnc32)C1O[Si](C)(C)C(C)(C)C (configuration not stated) ?
MDA-MB-468: 95.4; BT-549: 100.3; HS 578T: 91.6; MCF7: 84.7; T-47D: 73.1; K-562: 72.2; MDA-MB-231: 95.3

Results for C[C@H]1C(=O)N2c3ccccc3[C@@]3(O)C[C@@H](n4cnc5ccccc5c4=O)C(=O)N1[C@@H]23 ?
BT-549: 103.2; HS 578T: 32.9; MCF7: 98.9; T-47D: 99.1; K-562: 99.2; MDA-MB-231: 109.9

What do the screens show for `Cc1cc(Cl)cc(Cl)c1C(=O)O`?
MDA-MB-468: 113.1; BT-549: 100.3; HS 578T: 107.8; MCF7: 98.0; T-47D: 101.3; SR: 103.7; K-562: 100.5; MDA-MB-231: 108.6

Results for [C-]#[N+]c1c(-c2ccc(OC)cc2)cc(-c2ccc(Cl)cc2)[nH]c1=O ?
MDA-MB-468: 109.6; BT-549: 87.8; HS 578T: 91.8; MCF7: 81.9; T-47D: 75.2; SR: 89.4; K-562: 98.4; MDA-MB-231: 94.9

How did CCN1CCN(C(=O)[C@@]2(C)CC[C@]3(C)CC[C@]4(C)C(=CC(=O)[C@@H]5[C@@]6(C)C/C(=C/c7cccnc7)C(=O)C(C)(C)[C@@H]6CC[C@]54C)[C@@H]3C2)CC1 do in these assays?
MDA-MB-468: 81.7; BT-549: 76.6; HS 578T: 106.4; MCF7: 45.6; T-47D: 41.0; SR: 35.7; K-562: 51.3; MDA-MB-231: 82.6

What do the screens show for `Nc1cc(Nc2ccc(Cl)c(Cl)c2)nc(=O)[nH]1`?
BT-549: 83.9; HS 578T: 97.4; MCF7: 84.0; T-47D: 45.3; SR: 100.4; K-562: 83.3; MDA-MB-231: 85.2

What do the screens show for `CCCN(CCC)S(=O)(=O)c1ccc(C(=O)Oc2ccccc2C(=O)O)cc1`?
MDA-MB-468: 100.7; BT-549: 117.4; HS 578T: 95.8; MCF7: 98.7; T-47D: 102.7; SR: 105.0; K-562: 100.4; MDA-MB-231: 106.5

Results for C=CC[N+]1(CCO)CCN=C1CCCCCCCCCCCCC (configuration not stated) ?
MDA-MB-468: -78.3*; BT-549: -10.2*; HS 578T: -36.5*; MCF7: -72.3*; T-47D: -39.2*; SR: -39.7*; K-562: -53.9*; MDA-MB-231: -70.1*

What do the screens show for `O=C(Nc1nc(-c2ccc(Cl)cc2)cc(-c2ccccc2Cl)n1)c1ccncc1`?
MDA-MB-468: 101.7; BT-549: 95.2; HS 578T: 80.9; MCF7: 74.9; T-47D: 73.4; SR: 95.0; K-562: 83.7; MDA-MB-231: 76.5

What do the screens show for `Cc1cc(C)c2c(N)c(-c3nc4cc(Cl)ccc4o3)sc2n1`?
MDA-MB-468: 103.0; BT-549: 103.6; HS 578T: 101.1; MCF7: 85.1; SR: 96.1; K-562: 101.3; MDA-MB-231: 84.6

How did COc1ccc2cc3[n+](cc2c1OC)CCc1cc2c(cc1-3)OCO2 do in these assays?
MDA-MB-468: 1.7*; BT-549: 32.3&28.8; HS 578T: 73.5&79.6; MCF7: 76.9&61.9; T-47D: 47.4&38.2; SR: 68.8&50.0; K-562: 40.0&41.1; MDA-MB-231: 87.5&81.7

Results for CCc1ccccc1-n1c(=O)c(C#N)c(-c2ccc(O)cc2)c2c(=N)n(N)cnc21 ?
MDA-MB-468: 108.0; BT-549: 107.6; HS 578T: 101.7; MCF7: 104.7; T-47D: 105.0; SR: 99.1; K-562: 116.0; MDA-MB-231: 103.2

What do the screens show for `O=C(Nc1ccc(Cl)cc1)P(=O)(O)c1ccccc1`?
MDA-MB-468: 100.1; BT-549: 104.9; HS 578T: 105.9; MCF7: 96.3; T-47D: 96.2; SR: 101.3; K-562: 103.6; MDA-MB-231: 106.7

How did Nc1cc(S(=O)(=O)O)ccc1S(=O)(=O)O do in these assays?
MDA-MB-468: 125.2; BT-549: 101.8; HS 578T: 155.0; MCF7: 106.0; T-47D: 114.9; K-562: 74.0; MDA-MB-231: 118.5

What do the screens show for `Nc1nnc(-c2ccccn2)c(-c2c[nH]c3ccccc23)n1`?
MDA-MB-468: 103.5; BT-549: 114.1; HS 578T: 86.4; MCF7: 84.3; T-47D: 90.9; SR: 111.8; K-562: 95.9; MDA-MB-231: 88.4

How did Cc1cccc(C)c1N1C(c2ccccc2)=NNC12C=CC(=O)C=C2Cl (configuration not stated) do in these assays?
MDA-MB-468: 114.2; BT-549: 100.0; MCF7: 113.6; T-47D: 112.3; SR: 98.2; K-562: 94.1; MDA-MB-231: 79.9

How did CCN(Cc1ccccc1)c1ccc(C=O)cc1 do in these assays?
MDA-MB-468: 62.9; BT-549: 95.1; HS 578T: 119.9; MCF7: 96.0; T-47D: 78.6; SR: 90.3; K-562: 93.3; MDA-MB-231: 96.5

What do the screens show for `NNC(=O)/C(=C\c1ccccc1)CC(=O)c1ccc(Cl)c(Cl)c1`?
MDA-MB-468: 84.3; BT-549: 89.4; HS 578T: 86.1; MCF7: 68.5; T-47D: 55.3; K-562: 78.6; MDA-MB-231: 79.0
